KB-V1 cytotox = qHTS assay for MDR1-selective chemotherapeutics: Primary screen using the drug-selected MDR subline cells KB-V1; KB-V1 MDR cells viability, CellTiter-Glo, 72 h; Potency, µM (highest dose often 46.1 µM), inactives show at the highest dose activity change, negative = cytotoxicity, most hits filed as cytotoxic; actives 3.4% (n = 400,000); AID 1347076, 2019; further: potency means the concentration at half of the fitted maximal effect; on the % scale 0 is the no-effect control and ±100 the full control effect; nearly all actives have a fitted effect of over 60% in size
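Potencies derive from concentration-effect curves fitted to normalized luminescence (CellTiter-Glo) of KB-V1 cells treated for 72 h at 37 degrees C in phenol-red-free DMEM containing 10% FBS.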
TDP-43 yeast inh = qHTS of TDP-43 Inhibitors; Potency, µM (highest dose often 46.1 µM), for the others: at the highest dose growth rescue (activation), usual class: activators; actives 1.8% (n = 410,000); TDP-43 expressing yeast growth rescue, BacTiter-Glo, 24 h; further: potency means the concentration at half of the fitted maximal effect; % of control where 0% means no effect; nearly all actives have a fitted effect of over 50% in size
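Yeast expressing TDP-43 (pregrown in raffinose, seeded at OD600=0.02 in galactose medium) exposed to compounds 24 hr at 30 deg C. Growth read by BacTiter-Glo luminescence; rescue of toxicity appears as increased signal.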
GLP1R ag = qHTS of GLP-1 Receptor Agonists. Glucagon-like peptide 1 receptor (Homo sapiens), P43220. HEK293 GLP-1R CRE-luciferase, luminescence, 4-6 h; cells express a hypersensitive GLP-1R form. Potency, µM (doses to about 45.6 µM), for inactives: at the highest dose activation, hits mostly activators. actives 0.007% (n = 380,000); further: potency means the concentration at half of the fitted maximal effect; % of control where 0% means no effect
Target sequence (P43220 whole entry, looked up): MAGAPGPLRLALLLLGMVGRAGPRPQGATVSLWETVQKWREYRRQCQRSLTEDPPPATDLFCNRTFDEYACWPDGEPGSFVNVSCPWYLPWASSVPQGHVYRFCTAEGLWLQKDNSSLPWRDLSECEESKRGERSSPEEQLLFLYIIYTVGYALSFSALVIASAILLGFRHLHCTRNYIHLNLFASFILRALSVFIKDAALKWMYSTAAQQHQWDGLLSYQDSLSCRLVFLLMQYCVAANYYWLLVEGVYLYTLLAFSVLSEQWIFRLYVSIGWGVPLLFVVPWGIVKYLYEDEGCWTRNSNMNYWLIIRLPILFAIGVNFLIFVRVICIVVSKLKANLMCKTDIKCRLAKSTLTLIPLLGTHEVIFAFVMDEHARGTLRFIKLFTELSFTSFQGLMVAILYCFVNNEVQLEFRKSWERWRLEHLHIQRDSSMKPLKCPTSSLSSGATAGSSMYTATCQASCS
HEK293 tox = qHTS of GLP-1 Receptor Inverse Agonists: Cytotox Screen; HEK293 cAMP-luciferase reporter cells, luminescence, 24 h; Potency, µM (top dose mostly 38.3 µM), without a hit: top-dose activity change, negative = inhibition, hits mostly inhibitors; actives 0.13% (n = 410,000); AID 624418, 2012;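 further: loss of luciferase light is scored as toxicity; potency means the concentration at half of the fitted maximal effect; on the % scale 0 is the no-effect control and ±100 the full control effect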
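1536-well qHTS counterscreen of the MLSMR; 200 cells/uL, 12 h pre-incubation, 23 nL cpd, 24 h at 37 deg C 5% CO2, luciferase detection reagent, 12 min RT, luminescence. Inhibition = undesired.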
aSyn yeast inh = qHTS of alpha-syn Inhibitors. Yeast expressing alpha-synuclein, growth rescue, BacTiter-Glo, 24 h. Potency, µM (top dose mostly 46.1 µM), inactives show top-dose growth rescue (activation), most hits filed as activators. actives 0.14% (n = 370,000). AID 652106, 2013; further: potency means the concentration at half of the fitted maximal effect; % of control where 0% means no effect; nearly all actives have a fitted effect of over 65% in size
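Galactose-induced alpha-syn yeast (OD600=0.02, raffinose-pregrown) + pinned cpd, 24 hr, 30 deg C; growth by BacTiter-Glo luminescence. Growth restoration scores as activation.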
D3 antag = qHTS of D3 Dopamine Receptor Antagonist: qHTS | D(3) dopamine receptor (Homo sapiens), P35462 | D3R cells, DiscoveRx beta-arrestin luminescence, antagonist mode; stronger effect = lower value | max response, negative = inhibition, % | actives 2.5% (n = 360,000); in the data active means max response below about -50%; inconclusive means no clear call, values can overlap the other calls; further: on the % scale 0 is the no-effect control and ±100 the full control effect; mostly tested at two doses, the higher about 12 µM
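Cells expressing the human receptor were seeded at 1500 cells/well, incubated overnight at 37 degrees C in 5% CO2, then exposed to library compounds with dopamine controls for 90 minutes at 37 degrees C before luminescent detection.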
D3 ag = qHTS of D3 Dopamine Receptor Agonist: qHTS; D(3) dopamine receptor (Homo sapiens), P35462; D3R DiscoveRx beta-arrestin cells, luminescence, 90 min; max activation, %; actives 0.58% (n = 410,000); in the data active means max activation above about 30%; further: 0% is about no effect; mostly tested at two doses, the higher about 12 µM
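Cells at 1500/well, incubated overnight, then treated with pinned compounds (dopamine as control) for 90 min at 37 degrees C. DiscoveRx reagent added for 30 - 60 minutes at room temperature; luminescence read.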
GLP-1R inv ag = qHTS of GLP-1 Receptor Inverse Agonists (Inhibition Mode) | Potency, µM (titrated, usually from 38.3 µM), inactives show at the highest dose activity change, negative = inhibition, hits mostly inhibitors | actives 1.6% (n = 410,000) | HEK293 GLP-1R CRE-luciferase, luminescence, 24 h; GLP-1R form is constitutively active | AID 624417, 2012; further: potency means the concentration at half of the fitted maximal effect; on the % scale 0 is the no-effect control and ±100 the full control effect; nearly all actives have a fitted effect of over 55% in size
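Seeding at 200 cells/uL, 12 h culture, 24 hr compound treatment, then luciferase reagent and a luminescence read; cells are HEK293 stably expressing a constitutively active GLP-1R plus cAMP-responsive luciferase.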
PTHR1 agonist = qHTS for PTHR1 Agonists: Primary Screen; HEK293 GP2 PTHR1 cells, GloSensor cAMP luminescence, 1 h; Potency, µM (series often up to 115 µM), for the others: at the highest dose activation, hits mostly activators; actives 0.075% (n = 410,000); further: potency means the concentration at half of the fitted maximal effect; nearly all actives have a fitted effect of over 55% in size; some results filed as inactive show a strong effect at the top dose; inactives centre near -15; many of its hits are not listed in these tables
Target sequence (Q03431 whole entry, looked up): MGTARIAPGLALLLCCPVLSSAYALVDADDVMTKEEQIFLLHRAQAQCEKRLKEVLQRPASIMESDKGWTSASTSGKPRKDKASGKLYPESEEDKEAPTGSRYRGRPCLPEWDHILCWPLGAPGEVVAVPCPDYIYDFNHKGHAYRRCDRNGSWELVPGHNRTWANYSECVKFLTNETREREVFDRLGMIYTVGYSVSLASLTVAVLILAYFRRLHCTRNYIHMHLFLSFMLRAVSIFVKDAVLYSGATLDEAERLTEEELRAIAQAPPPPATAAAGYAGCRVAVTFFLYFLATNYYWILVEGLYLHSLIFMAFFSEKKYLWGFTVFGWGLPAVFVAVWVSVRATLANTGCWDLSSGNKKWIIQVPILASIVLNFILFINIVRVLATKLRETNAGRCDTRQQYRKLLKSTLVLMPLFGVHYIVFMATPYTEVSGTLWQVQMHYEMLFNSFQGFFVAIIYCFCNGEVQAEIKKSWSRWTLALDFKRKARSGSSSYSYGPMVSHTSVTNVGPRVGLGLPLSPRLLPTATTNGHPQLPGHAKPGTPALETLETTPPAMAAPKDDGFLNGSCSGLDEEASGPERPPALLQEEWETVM
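HEK-293-derived GP2 cells expressing PTHR1 and a GloSensor cAMP reporter, 3,000/well, plated overnight, given luciferin plus IBMX (each 0.5 mM as added) for 1 h at 37 °C, then compound for 1 h at 37 °C. Luminescence was read after 15 min at room temperature.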
* = called active by the depositor; i = inactive; ? = inconclusive; nt = not tested or not shown; [ ] = dose if it differs, or a comment. Unless noted, the call rests on the fitted dose curve; in most records, active means well fitted curve in the direction sought with a large enough effect; inconclusive means small, poorly fitted or top-dose-only effect, or another doubt; inactive means no such curve, though single readings can be large; an effect the other way counts as inactive or inconclusive. An excerpt; the hit share may differ from the screen's.

SMILES	KB-V1 cytotox	TDP-43 yeast inh	GLP1R ag	HEK293 tox	aSyn yeast inh	D3 antag	D3 ag	GLP-1R inv ag	PTHR1 agonist
Cc1cccc(OCC(=O)Nc2ccc3c4c(cccc24)CC3)c1C	10%	17%	-1%	-4%	2%	24	4	15%	i
CN(C)C(CNC1CC(C)(C)NC(C)(C)C1)c1cccc(F)c1 (stereo unspecified)	17%	-18%	12%	-16%	0%	-19	1	?	i
CC(C)C12CN3CC(C(C)C)(CN(C1)C31C(=O)Nc3ccccc31)C2=O (stereo unspecified)	-4%	-5%	-1%	-2%	-13%	13	2	3%	i
COc1ccc(-c2c(C#N)c(SCc3c(C)noc3C)nc3c2C(=O)CC(C)(C)C3)cc1	-25%	-6%	0%	4%	-1%	5	-3	11%	-25%
N#C/C(=C(/O)c1ccc(Cl)c([N+](=O)[O-])c1)c1nc2ccccc2[nH]1	2%	-17%	-1%	?	0%	16	3	-6%	-79%[inhibitor]
O=C1CCC(=O)N1CC1CC2CCC1C2 (stereo unspecified)	-4%	5%	4%	-12%	3%	16	3	4%	-18%
Cc1cccc(S(=O)(=O)c2cn(Cc3ccc(F)cc3)c3cc(N4CCCCC4)c(F)cc3c2=O)c1	nt	26%	nt	-5%	nt	nt	-2	-7%	i
COc1ccc(Br)cc1CN1CCCC(C(=O)N2CCCCC2)C1 (stereo unspecified)	-16%	3%	5%	17%	-2%	-89*	-9	-8%	-46%[inhibitor]
Cc1cc(/C=C2/SC(=S)N(c3ccc([N+](=O)[O-])cc3)C2=O)c(C)n1-c1cccnc1	0%	15%	-3%	-11%	8%	4	0	-15%	-57%
Cc1cc(=O)oc2c3c4c(cc12)OCCN4CCC3	-30%	?	0%	i	-7%	21	-7	10%	i
O=C(Nc1ccc(NC(=O)C2CCCCC2)nc1)c1cccs1	-3%	-15%	8%	0%	0%	?	-5	?	i
CCc1ccc2c(c1)C(C)=CC(C)(C)N2	13%	10%	-27%	0%	-13%	0	6	4%	-22%[57.5 µM]
COCCNC(=O)C(c1ccncc1)N(C(=O)c1sc(C)nc1C)c1cccc(C)c1 (stereo unspecified)	?	15%	0%	15%	4%	8	9	2%	-20%
CCc1cccc(C)c1NC(=O)CN(C)Cc1ccccc1F	21µM*	8%	1%	22%	1%	0	3	?	i
Cc1[nH]n(-c2ccccc2)c(=O)c1-c1cccc(Cl)c1	16%	?	-7%	-7%	0%	-10	7	0%	-4%
C#CCOCCOCCOCCNc1nc(N2CCN(C(=O)[C@H](CC(N)=O)n3cc([C@@H](N)CC(N)=O)nn3)CC2)nc(N2CCN(C(=O)[C@H](CC(N)=O)n3cc([C@@H](N)CC(N)=O)nn3)CC2)n1	?	6%	-1%	22%	-4%	3	-2	11%	2%
O=C(CN1CCCCC1)NNc1nc(-c2ccccc2)c2cc(Br)ccc2n1	?	-20%[1.82 µM]	16%	10%	-1%	-8	2	6%	-16%
COc1ccccc1C(C(=O)c1ccccc1)c1ccc2ccccc2c1 (stereo unspecified)	-30%	5%	nt	-3%	5%	2	4	?	-6%
COc1ccc(C(=O)OCC(=O)N2CCN(C(=O)c3ccco3)CC2)c(OC)c1OC	-1%	7%	4%	5%	1%	12	7	13%	-22%
CCc1ccc2[nH]c(=O)c(CN(CCCN3CCOCC3)C(=O)Nc3cccc(Cl)c3)cc2c1	?	-5%	-8%	?	-7%	14	1	?	-19%[57.5 µM]

Pulled by structure from above (5):
SMILES	KB-V1 cytotox	TDP-43 yeast inh	GLP1R ag	HEK293 tox	aSyn yeast inh	D3 antag	D3 ag	GLP-1R inv ag	PTHR1 agonist
O=C(Nc1ccc(NC(=O)C2CCCCC2)nc1)c1cccs1	-3%	-15%	8%	0%	0%	?	-5	?	i
CCc1ccc2[nH]c(=O)c(CN(CCCN3CCOCC3)C(=O)Nc3cccc(Cl)c3)cc2c1	?	-5%	-8%	?	-7%	14	1	?	-19%[57.5 µM]
Cc1cc(=O)oc2c3c4c(cc12)OCCN4CCC3	-30%	?	0%	i	-7%	21	-7	10%	i
COCCNC(=O)C(c1ccncc1)N(C(=O)c1sc(C)nc1C)c1cccc(C)c1 (stereo unspecified)	?	15%	0%	15%	4%	8	9	2%	-20%
C#CCOCCOCCOCCNc1nc(N2CCN(C(=O)[C@H](CC(N)=O)n3cc([C@@H](N)CC(N)=O)nn3)CC2)nc(N2CCN(C(=O)[C@H](CC(N)=O)n3cc([C@@H](N)CC(N)=O)nn3)CC2)n1	?	6%	-1%	22%	-4%	3	-2	11%	2%

(list continues)
SMILES	KB-V1 cytotox	TDP-43 yeast inh	GLP1R ag	HEK293 tox	aSyn yeast inh	D3 antag	D3 ag	GLP-1R inv ag	PTHR1 agonist
CN(C)CCN(Cc1cc2cc3c(cc2[nH]c1=O)OCO3)C(=S)NCC1CCCO1 (stereo unspecified)	-1%	-15%	2%	6%	2%	16	5	28%	i
CCOc1ccccc1N(C)C(=O)c1cc2c(=O)n(CC)c3ccccc3c2s1	0%	24%	0%	?	23%	-11	-3	?	-89%[inhibitor]
O=C(CN(Cc1ccccc1)C(=O)CCC(=O)Nc1nccs1)NCc1ccccc1	-2%	-8%	2%	17%	2%	-6	1	-2%	-25%
O=C(NCC(=O)N(Cc1ccco1)C(C(=O)NC1CCCC1)c1cccnc1)c1cccs1 (stereo unspecified)	0%	-12%	4%	1%	-6%	-11	0	1%	1%
COc1ccc(Cl)cc1NC(=O)CN(C)C(=O)c1cccc2cccnc12	-7%	14%	1%	2%	-1%	-19	-1	-11%	i
CC(C)n1cnc(S(=O)(=O)N2CCCC(C(=O)NCc3ccccc3Cl)C2)c1 (stereo unspecified)	-21%	1%	nt	-9%	nt	nt	-18	-6%	?
O=C1CC(SCc2nc3ccccc3[nH]2)C(=O)N1c1cccc(Cl)c1 (stereo unspecified)	2%	?	-6%	-15%	7%	-24	-1	3%	-6%[57.5 µM]
O=C1C2C(C(=O)N1CCN1CCN(Cc3ccc([N+](=O)[O-])cc3)CC1)[C@H]1C=C[C@@H]2C1 (stereo partly specified)	-10%	-10%	1%	-1%	1%	?	-41	-19%	-15%
COc1cccc(C2c3cc4c(cc3OC(N3CCCC3)C2C)OCO4)c1O (stereo unspecified)	8.2µM*	0%	17%	-45%	0%	-2	4	?	i
CN(Cc1ccccc1)S(=O)(=O)c1ccc(S(=O)(=O)N(Cc2ccc(F)cc2)C2CCCC2)cc1	7%	-25%	-8%	8%	-6%	11	18	-1%	-12%
Cc1cc(Nc2cccc(Br)c2)c2ccccc2n1	?	19%	2%	?	6%	11	2	?	-32%[inhibitor]
Cc1ccc(S(=O)(=O)Nc2cccc(C(=O)NCc3cccnc3)c2)cc1F	11%	-16%	-1%	-29%	0%	19	2	?	-39%[inhibitor]
CCOCCCNC(=O)C(NC(=O)Cc1cccs1)c1ccc(Cl)cc1 (stereo unspecified)	?	13%	9%	9%	4%	-2	-1	-9%	-19%
CCCNC(=O)c1cc(Cl)c(NC(=O)C2=CSCCO2)cc1OC	-14%	?	4%	-15%	-3%	0	7	15%	-30%
CSc1ncccc1C(=O)OCC(=O)NC1CCS(=O)(=O)C1 (stereo unspecified)	-1%	-5%	-2%	1%	-1%	0	1	-8%	i
COc1ccc(Nc2nc(-c3c[nH]c4ccccc34)cs2)cc1	-3%	?	0%	?	-28%	-24	-11	-15%	-11%
CCCN(CCC)CCCNC(=O)c1cn(C)c2ccc(S(=O)(=O)N3CCOCC3)cc2c1=O	12%	22%	nt	7%	nt	nt	-9	0%	-15%
CCOCCCNC(=S)NC1CC2CCC(C1)N2Cc1ccccc1 (stereo unspecified)	-15%	3%	3%	0%	-2%	-62*	-13	-11%	-33%[inhibitor]
CN(CC(=O)Nc1ccccc1Cl)C(=O)COC(=O)c1ccccc1[N+](=O)[O-]	-4%	-5%	1%	-3%	-4%	-14	-14	4%	i
Cc1ccc(S(=O)(=O)N(CC(=O)N2CCc3ccccc3C2)c2ccc(C)c(C)c2)cc1	-7%	?	nt	-9%	nt	nt	-17	11µM*	-2%
Cc1ccc(C23CCC(=O)N2C(C(=O)O)CS3)c(C)c1 (stereo unspecified)	19%	-3%	0%	7%	0%	-1	7	-1%	13%
Cc1ccc(S(=O)(=O)N(C)CCCC(=O)NC(C)(C)CO)cc1	-3%	-22%	5%	-1%	-5%	-21	1	5%	i
O=C(O)CN1C(=O)S/C(=C\c2ccc3c(c2)OCO3)C1=O	18%	3%	-4%	9%	0%	2	5	12%	-12%
CCOc1ccc2oc(C(=O)OCC(=O)N3CCCC(C)C3)c(C)c2c1 (stereo unspecified)	-11%	0%	0%	34%[activator]	1%	19	1	?	-94%[inhibitor]
CN(C)c1ccc(-c2ccnc3c2CC(C)(C(=O)Nc2cccc(N(C)C)c2)O3)cc1 (stereo unspecified)	2%	3%	0%	0%	-5%	-15	-6	-8%	-24%
O=[N+]([O-])c1cc(F)cc(F)c1Nc1ccc(F)cc1	23%	-2%	17%	1%	2%	-21	-3	-9%	-7%
CCN(CCCNC(=O)Cn1ncc2c3ccccc3n(C)c2c1=O)Cc1ccccc1	10%	16%	nt	0%	nt	nt	-3	-7%	i
COc1cccc(C(C(=O)NC2CCCCC2)N(C(=O)CNC(=O)c2ccco2)c2cccnc2)c1 (stereo unspecified)	-8%	?	0%	11%	1%	-14	-12	8%	?
CC(C)(C)C(=O)Nc1ccc(S(=O)(=O)N2CCCC2)cc1	6%	-14%	-2%	1%	0%	12	0	13%	i
COc1ccc(CNc2oc(COc3ccccc3Cl)nc2C#N)cc1	-2%	24%	18%	-15%	-1%	7	4	0%	-38%[inhibitor]
O=C(NCc1ccncc1)c1ccc(N2CCCC2)c([N+](=O)[O-])c1	?	19%	13%	-24%	10%	5	5	47%[activator]	-18%
